Screening results deposited in PubChem BioAssay by National Center for Advancing Translational Sciences (NCATS).
TGFb inhibitor: qHTS for Inhibitors of TGF-b; HepG2 CAGA-GFP TGF-b/SMAD3 reporter, GFP fluorescence, 18 h; TGF-beta stimulated, 500 pg/mL final; Potency, µM (top dose mostly 46.1 µM), for inactives: top-dose activity, negative = inhibition, usual class: inhibitors; hit rate 1.2% among 410,000; AID 588855, 2011; also: potency is read from the fitted curve at half-maximal effect; % is scaled to controls: 0 for no effect and ±100 for the full control effect; nearly all actives have a fitted effect of over 65% in size
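Cell-based qHTS in HEPG2 carrying a CAGA-GFP Smad reporter; compounds added before 500 pg/mL final TGF-beta, 18 h incubation at 37 degrees C, GFP fluorescence quantified per cell by imaging cytometry.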
HepG2 viability: qHTS for Inhibitors of TGF-b: Cytotox Counterscreen; HepG2 CAGA-GFP viability, ATP luminescence, 18 h; Potency, µM (series often up to 46.1 µM), inactives show top-dose activity change, negative = cytotoxicity, most hits filed as cytotoxic; hit rate 0.76% among 410,000; also: potency is read from the fitted curve at half-maximal effect; some results filed as inactive show a strong effect at the top dose
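CellTiter-Glo luminescence gave cytotoxicity after 18 hours at 37 degrees C. The cells were HepG2 CAGA-GFP in 1% FBS DMEM, stimulated with 500 pg/mL TGF-beta after compound addition. %Activity was normalised to no-cell wells (complete cell-killing) and DMSO (no toxicity), and curves were fitted and classified.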
IL-1B inflam inh: qHTS for Inhibitors of Inflammasome Signaling: IL-1-beta AlphaLISA Primary Screen | THP-1 LPS/ATP IL-1B secretion, AlphaLISA, 16 h; active compounds read low | activity change, % at 57.5 µM | hit rate 4.7% among 360,000 | AID 743279, 2014; in the data active = activity change below about -50%; inconclusive = mostly about -30% to -49%; also: % is scaled to controls: 0 for no effect and ±100 for the full control effect
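Secreted IL-1B measured by AlphaLISA bead assay after 16 h compound exposure of THP-1 cells; compounds (final up to 57.5 uM) added 1 h before LPS (250 ng/mL) and ATP (1.25 mM) stimulation; lower signal means less secretion.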
Nrf2 ARE act: qHTS of Nrf2 Activators; AREc32 ARE-luciferase reporter (MCF7-derived line), luminescence, 24 h; Potency, µM (doses to about 46.1 µM), for inactives: top-dose activation, actives largely listed as activators; hit rate 0.31% among 410,000; also: potency is read from the fitted curve at half-maximal effect; % of control where 0% means no effect; nearly all actives have a fitted effect of over 65% in size
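Luciferase luminescence (Steady-Glo, 30 min at room temperature) served as the read-out of ARE activation in AREc32 cells treated with compounds for 24 hr at 37 deg C.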
Nrf2 inh: Nrf2 qHTS screen for inhibitors. A549 ARE-Fluc reporter, luciferase luminescence, 18-24 h. Potency, µM (titrated, usually from 46 µM), without a hit: at the top dose activity change, negative = inhibition, hits mostly inhibitors. hit rate 2.1% among 360,000. AID 504444, 2011; also: potency is read from the fitted curve at half-maximal effect; % is scaled to controls: 0 for no effect and ±100 for the full control effect; nearly all actives have a fitted effect of over 60% in size
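Nrf2 function is reported as luminescence of an ARE-controlled luciferase in A549 cells. Compounds were tested at several concentrations, and a CellTiter-Fluor read on the same wells flagged cytotoxicity.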
ATXN viability: Viability Counterscreen for Primary qHTS for Inhibitors of ATXN expression; S2 cells (HEK-293 line with an ATXN2-luciferase reporter) viability, CellTiter-Fluor protease fluorescence, 24 h; Potency, µM (series often up to 56.7 µM), hits mostly cytotoxic; hit rate 0.49% among 400,000; AID 651635, 2014; also: potency is read from the fitted curve at half-maximal effect; nearly all actives have a fitted effect of over 40% in size
ATXN2 expr inh: Primary qHTS for Inhibitors of ATXN expression; HEK-293 ATXN2-luciferase reporter, luminescence, 24 h; Potency, µM (top dose mostly 57 µM), inactives show at the top dose activity change, negative = inhibition, actives largely listed as inhibitors; hit rate 0.72% among 360,000; also: potency is read from the fitted curve at half-maximal effect; % is scaled to controls: 0 for no effect and ±100 for the full control effect; nearly all actives have a fitted effect of over 55% in size
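qHTS (up to 57 uM final) was run with 24 h compound exposure of reporter cells at 37 °C. Each well was multiplexed: SteadyGlo luminescence measured ATXN2-luciferase expression after a fluorogenic Gly-Phe-AFC viability readout (25 uM final).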
A549 viability: Nrf2 qHTS screen for inhibitors: counterscreen for cytotoxicity; A549 ARE-Fluc cells, CellTiter-Fluor viability, 18-24 h; Potency, µM (series often up to 46 µM), inactives show top-dose activity change, negative = cytotoxicity, usual class: inhibitors; hit rate 0.16% among 390,000; also: potency is read from the fitted curve at half-maximal effect; % is scaled to controls: 0 for no effect and ±100 for the full control effect
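Cytotoxicity counterscreen: CellTiter-Fluor fluorescence was measured in A549 ARE_Fluc cells after 18-24 h of compound exposure in a concentration series. The subsequent BugLite luminescent read reports ARE-luciferase activity.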
MCF10A rereplic: A quantitative high throughput screen for small molecules that induce DNA re-replication in MCF 10a normal breast cells | MCF 10A DNA re-replication, Hoechst nuclear intensity, 48 h | Potency, µM (top dose mostly 46.1 µM), for inactives: top-dose activity, positive = re-replication, usual class: activators | hit rate 2.9% among 350,000 | AID 624296, 2012; also: potency is read from the fitted curve at half-maximal effect; % of control where 0% means no effect; nearly all actives have a fitted effect of over 50% in size
An asterisk follows results filed as active; i = inactive; ? = inconclusive; / = no result given; & = joins results of further samples; [ ] = remark or other dose. Unless noted, calls follow the shape of the dose curve; as a rule, active = well fitted curve in the direction sought with a large enough effect; inconclusive = small, poorly fitted or top-dose-only effect, or another doubt; inactive = no such curve, though single readings can be large; an effect the other way counts as inactive or inconclusive.

SMILES	TGFb inhibitor	HepG2 viability	IL-1B inflam inh	Nrf2 ARE act	Nrf2 inh	ATXN viability	ATXN2 expr inh	A549 viability	MCF10A rereplic
Cc1cc(OCCN2CCOCC2)nc2ccccc12	0.6%	4.6%	-0.8	0.2%	/	i	0.7%	4.8%	-5.6%
O=C(CN(Cc1ccccc1Cl)C(=O)CCC(=O)Nc1nccs1)NCC1CCCO1 (stereo not given)	-3.7%	-2.9%	15.6	-0.4%	22.7%	i	-2.9%	-16.2%	-1.7%
O=C(COC(=O)c1cc[n+]([O-])cc1)Nc1ccc(Cl)cc1C(F)(F)F	-12.2%	-0.5%	-5.5	0.1%	2.1%	i	4.2%	-0.1%	-3.1%
CC1(C(=O)O)CCCN1C(=O)c1ccccc1OC(F)(F)F (stereo not given)	-9.2%	-0.9%	27.0	0.2%	/	i	3.3%	/	/
c1csc(-c2nnc(-c3ccc(N4CCOCC4)cc3)o2)c1	6.6%	-2.6%	-5.9	-0.4%	?	i	-20.1%	/	1.4%
Cc1c(C)c2ccc(Oc3ccc([N+](=O)[O-])cc3C(F)(F)F)c(C)c2oc1=O	-28.9%	2.9%	23.7	-0.8%	3.8%	i	-3.9%	-1.1%	0.2%
COc1ccc(-c2nsc(NC(=O)c3oc4cc(C)c(C)cc4c3C)n2)cc1	0.0%	-14.7%	/	-1.0%	1.7%	/	/	4.4%	/
Cc1ccc(S(=O)(=O)Nc2nc(C)c(C)s2)cc1	4.4%	3.4%	-6.9	-1.5%	-6.6%	i	20.7%	-1.8%	-49.7%[inhibitor]
Cc1cc(C(=O)CSc2nnc(-c3ccc(F)cc3)o2)c(C)n1CC1COc2ccccc2O1 (stereo not given)	-1.6%	0.5%	10.3	-0.5%	?	i	-15.5%	-8.2%	16.4µM*
COc1ccc(NC(=O)CSc2nnc(-c3ccccn3)n2N)cc1Cl	-5.2%	7.9%	4.1	3.5%	-0.4%	i	-4.5%	-8.8%	1.5%
COc1ccc(NC(=S)N2CCN(C(=O)C3CCCO3)CC2)cc1 (stereo not given)	-26.9%	-28.5%	16.6	0.0%	-26.9%	i	-1.8%	-1.8%	-0.4%
NNc1nc(-c2ccccc2)cc(-c2ccccc2O)n1	5.0%	-24.5%	-8.8	0.4%	?	i	-36.9%	11.9%	?
CCn1c(SCC(=O)N2CCC(C)CC2)nc2c([nH]c3ccccc32)c1=O	-10.7%	-45.3%	21.7	0.5%	/	i	/	/	/
O=C(Nc1cccc(Cl)c1)ON1CCCCC1	?	-17.5%	-21.4	4.3%	/	i	/	/	/
C=CCNC(=S)Nc1ccccc1	3.8%	-14.6%	14.7	-0.2%	-0.6%	i	-14.5%	1.2%	-0.6%
CCCC(=O)Oc1ccc(C2NC(=O)c3ccccc3O2)cc1 (stereo not given)	11.3%	-14.4%	-0.5	0.3%	-18.9%	i	0.5%	-21.8%	-2.2%
CC(=O)CSc1nnc(-c2ccc(S(=O)(=O)N3CCC(C)CC3)cc2)o1	1.6%	-5.8%	14.0	2.7%	/	i	2.6%	-2.3%	-21.5%
COc1cc(NC(=O)c2cc(-c3ccc(F)cc3OC(C)C)n[nH]2)cc(OC)c1OC	?	-51.3%	-6.7	-1.9%	/	?	?	/	/
Cc1ccn2c(=O)nc(SCC(=O)NCCc3ccccc3)nc2c1	-1.7%	2.3%	2.5	0.0%	6.7%	i	-0.5%	-18.4%	-1.9%
COc1ccc(N2CCN(C(=O)NCc3noc4ccccc34)CC2)cc1	21.5%	-3.9%	/	-0.3%	?	i	3.7%	15.9%	/

3 compounds already listed, sorted by molar mass, low to high:
SMILES	TGFb inhibitor	HepG2 viability	IL-1B inflam inh	Nrf2 ARE act	Nrf2 inh	ATXN viability	ATXN2 expr inh	A549 viability	MCF10A rereplic
CC1(C(=O)O)CCCN1C(=O)c1ccccc1OC(F)(F)F (stereo not given)	-9.2%	-0.9%	27.0	0.2%	/	i	3.3%	/	/
COc1ccc(N2CCN(C(=O)NCc3noc4ccccc34)CC2)cc1	21.5%	-3.9%	/	-0.3%	?	i	3.7%	15.9%	/
CC(=O)CSc1nnc(-c2ccc(S(=O)(=O)N3CCC(C)CC3)cc2)o1	1.6%	-5.8%	14.0	2.7%	/	i	2.6%	-2.3%	-21.5%

Continuation.
SMILES	TGFb inhibitor	HepG2 viability	IL-1B inflam inh	Nrf2 ARE act	Nrf2 inh	ATXN viability	ATXN2 expr inh	A549 viability	MCF10A rereplic
O=C(CN1CCCCCC1)Nc1ccc([N+](=O)[O-])cc1Br	-2.0%	-17.2%	42.6	0.6%	8.7%	i	22.0%	16.6%	?
OCCN1CCOCCN(CCO)CCOCC1	20.2%	4.3%	-3.8	-0.2%	/	i	-0.2%	3.7%	-2.3%
Cc1nc2scc(C)n2c(=O)c1S(=O)(=O)Nc1cccc(C(F)(F)F)c1	-10.0%	-21.2%	/	6.0%	-20.5%	i	-16.0%	11.9%	/
Cc1ccc2c(c1)N(C(=O)CCC(=O)N1CCCCC1)CCO2	14.3%	-0.5%	5.9	0.0%	11.1%	i	0.8%	3.3%	-3.8%
O=C(NCC1(c2ccccc2)CCCC1)c1ccccc1Br	0.2%	-31.1%	0.0	0.5%	-15.5%	?	/	-6.6%	?
C=CCNC(=O)C(=O)NCC1CCCN1S(=O)(=O)c1cccs1 (stereo not given)	16.7%	0.0%	0.6	2.2%	-4.6%	i	-5.4%	-1.2%	-3.4%
Cc1cc(C)cc(NC(=O)Cn2c(=O)n(-c3cc(C)cc(C)c3)c(=O)c3oc4ccccc4c32)c1	-3.2%	-6.2%	/	5.0%	12.3%	/	/	-1.6%	/
COc1ccc(CCn2c(=O)c3cccnc3n(Cc3ccc([N+](=O)[O-])cc3)c2=O)cc1OC	12.5%	3.1%	8.2	0.0%	-15.7%	i	-1.9%	-0.7%	-7.6%
CCc1nc2c(OCC3COc4ccccc4O3)cccn2c1N(C)C(=O)c1cccs1 (stereo not given)	2.5%	-15.1%	-13.5	0.5%	/	i	-19.0%	/	/
CCn1c(SCC(=O)NC2=NCCS2)nnc1C(C)NC(=O)c1ccc(Cl)cc1 (stereo not given)	-4.7%	3.9%	-16.8	0.0%	-2.2%	i	-4.4%	-13.7%	6.3%
O=S1(=O)C[C@@H](N2CCN(c3ccccc3)CC2)[C@H](COCc2ccccc2)N1	1.4%	-1.5%	-5.2	-0.4%	/	i	3.2%	/	/
Cc1ccc(NC(=O)CCC(=O)Nc2ccc(C)cc2)cc1	1.8%	15.2%	15.5	0.4%	8.7%	i	12.0%	0.3%	-5.2%
ON=Cc1ccnc2ccccc12	-23.2%	2.8%	-11.0	12.6%	/	i	/	/	/
Cc1cc(F)ccc1NC(=S)NCCc1ccccc1	-10.9%	-27.4%	-18.2	-0.9%	-18.7%	i	-13.7%	15.8%	8.3%
COc1cc2[nH]c(=O)n(CCCCCC(=O)NC3CCCC3)c(=O)c2cc1OC	-14.0%	1.5%	19.9	0.4%	4.1%	i	12.6%	3.5%	-3.1%
Cn1c(=O)c2c(nc(CN3CCOCC3)n2CCCO)n(C)c1=O	0.9%	-2.9%	14.2	0.1%	1.2%	?	?	-8.3%	0.4%
Cc1cc(C)n(C(=O)c2ccc([N+](=O)[O-])c(Cl)c2)n1	-10.9%	2.8%	-2.0	3.3%	-22.0%	i	-19.6%	-8.7%	?
O=C(/C=C/[C@H]1O[C@@H](n2ccc(=O)[nH]c2=O)[C@H](O)[C@@H]1O)NCC1CCCO1 (stereo not given in full)	5.3%	-0.4%	8.8	-0.3%	/	i	6.5%	/	/
CCN(CC)C(=O)COC(=O)c1cc(-c2ccc(OC)cc2)nc2ccccc12	-4.0%	-37.8%	?	3.0%	23.1µM*	?	?	-22.5%	-0.8%
Cc1scc(C(=O)N2CCN(c3ccc(Cl)cc3)CC2)c1C	0.0%	-16.3%	?	-0.4%	?	i	-29.9%	-10.4%	14.1%
C[C@H]1CN([C@@H](C)CO)C(=O)CCCn2cc(nn2)CO[C@@H]1CN(C)S(=O)(=O)c1cccs1	18.4%	2.3%	7.0	-0.3%	/	?	4.2%	/	/
Cc1ccc(C)c(S(=O)(=O)N2CCN(C(=O)CNC(=O)c3ccc4ccccc4c3)CC2)c1	-14.9%	-85.3%	-6.1	-0.6%	?	i	-35.7%	-23.2%	?
CCNC(=O)C(=O)Nc1ccc(OC)c(Cl)c1	-22.6%	-0.7%	0.0	4.7%	?	i	16.7%	0.6%	-11.6%
CCCN1CCN(CCCNC(=O)c2cnn(-c3ccc(F)cc3)c2-n2cccc2)CC1	3.6%	-6.4%	/	0.0%	21.4%	i	2.3%	0.7%	/
Cc1cccc(C(=O)NNC(=O)c2ccccc2-n2cccc2)c1	19.2%	-4.4%	-3.6	0.3%	18.6%	i	15.0%	10.1%	8.1%
Cc1ccc(S(=O)(=O)N2[C@@H](c3ccc(Cl)cc3)C(C(=O)O)=CC[C@H]2c2ccc(C(C)C)cc2)cc1	?	-74.9%	23.8	-0.5%	-29.2%	i	-21.3%	-7.5%	?
Cn1c(SCC(=O)Nc2ccc(F)cc2)nc2c([nH]c3ccccc32)c1=O	-49.0%&-9.1%	-51.9%&-27.3%	54.5	0.0%&4.9%	?	i	-11.5%	-5.7%&0.0%	2.3%
CN(CC(=O)Nc1c(Cl)cccc1Cl)C(=O)CCC(=O)c1ccccc1	-15.5%	-23.3%	-1.5	0.2%	8.2%	i	5.0%	-5.3%	0.7%
COc1ccc(NC(=O)Cn2ccn(-c3ccccc3)c(=O)c2=O)cc1	-0.5%	-7.9%	/	-0.5%	15.9%	/	/	0.6%	/
O=C(N/N=C1/CC2CCC1C2)c1cc2ccccc2cc1O (stereo not given)	0.0%	-9.6%	88.9	-0.6%	0.4%	i	-25.8%	0.2%	0.9%
O=C(c1cc2ccccc2oc1=O)N1CCN(c2ccc(F)cc2)CC1	-3.4%	8.8%	/	1.4%	-0.1%	?	14.0%	-2.3%	/
